# Bioassay records: PubChem BioAssay, several laboratories
# West Nile virus CPE: inhibition of WNV-induced cytopathic effect – cell-based, CPE readout (AID 1621); West Nile virus-infected cells, CPE inhibition; higher % means a stronger effect; CPE inhibition, % at 10 µM; hits with a dose series show IC50 in µM; 290,000 tested, 0.02% active; in the data active = a potency from the dose series; inconclusive = CPE inhibition mostly from about 3.7% at the one dose, without a potency; inactive = the rest, 99 in 100 with CPE inhibition below about 2.2%; note: strong numbers were not always called active
# GPR55 antagonists: inhibition of LPI-stimulated GPR55 beta-arrestin translocation – imaging, U2OS, beta-arrestin-GFP, LPI agonist, primary screen (AID 2013) | U2OS GPR55 beta-arrestin-GFP translocation imaging, LPI antagonism; higher % means a stronger effect | inhibition, % at 10 µM, or IC50 in µM where a hit was titrated | 290,000 tested, 0.13% active;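 active = spots per cell inhibited over 60%, with over 100 cells counted and total cytoplasm intensity under 500,000; inconclusive = wells with under 100 cells, flagged as likely toxic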;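 note: U2OS cells stably carrying GPR55 and arrestin-GFP stimulated by 5 µM LPI near EC80; imaged beta-arrestin-GFP aggregate spots per cell after agonist stimulation; plate controls were LPI-stimulated DMSO wells for no effect and DMSO wells without LPI for full effect; some results filed as inactive read as strong as hits; confirmed hits need IC50 under 10 µM and bright autofluorescent wells are also inconclusive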
# GPR55 beta-arrestin: selective activators of receptor GPR55 – imaging, U2OS cells, beta-arrestin-GFP redistribution, primary screen (AID 1961); activation, % at 10 µM; hits with a dose series show EC50 in µM; 290,000 tested, 0.048% active; U2OS GPR55 beta-arrestin-GFP redistribution imaging; higher % means a stronger effect;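 active = activation above 40% with more than 50 cells counted in the well; inconclusive = wells holding fewer than 50 cells, flagged as toxic or sparse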;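 note: U2OS osteosarcoma cells stably expressing GPR55 and beta-arrestin-GFP; plate controls were DMSO negative control for no effect and LPI positive control for full effect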
# HIV fusion peptide: cell-free HIV fusion peptide-binding blockers – biochemical, uHTS, fluorescence dequenching, primary screen (AID 1986); inhibition, % at 20 µM; hits with a dose series show IC50 in µM; 290,000 tested, 0.3% active; cell-free peptide binding, fluorescence dequenching, 30 min; higher % means a stronger effect; in the data active = inhibition mostly above about 52%, no sharp cut-off; inactive = mostly below about 76%; note: some results filed as inactive read as strong as hits
# GPR35 arrestin U2OS: inhibition of zaprinast-stimulated GPR35 beta-arrestin translocation – imaging, U2OS, beta-arrestin-GFP, zaprinast agonist, primary screen (AID 2058); U2OS GPR35 beta-arrestin-GFP translocation imaging, zaprinast antagonism; higher % means a stronger effect; one-dose inhibition, % at 10 µM; IC50 in µM for titrated hits; 290,000 tested, 0.052% active;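 active = inhibition of at least 50% with at least 30 cells and total cytoplasm GFP at most 10,000,000; inconclusive = under 30 cells or total GFP of 10,000,000 plus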
# KOR beta-arrestin-1: kappa opioid receptor activators – cell-based, luminescence, uHTS, primary screen (AID 1777); one-dose activation, % at 10 µM; EC50 in µM for titrated hits; KOR beta-arrestin recruitment, luminescence; higher % means a stronger effect; 280,000 tested, 0.02% active; in the data active = activation above about 50%, passing the limit was not always enough; note: a part of the inactive calls stands beside numbers as strong as those of hits
# NS5 inhibitors: Dengue-2 NS5 methyltransferase inhibitors, primary screen, biochemical, confirmation dose response (AID 588689) | Dengue-2 NS5 methyltransferase capping enzyme assay, biochemical; higher % means a stronger effect | one-dose inhibition, % at 25 µM; IC50 in µM for titrated hits | 340,000 tested, 0.3% active; in the data active = a potency from the dose series; inconclusive = inhibition above about 29% without an active follow-up result
# KOR beta-arrestin-2: kappa opioid receptor blockers – cell-based, luminescence, uHTS (AID 1778). KOR beta-arrestin recruitment, luminescence, antagonist mode; higher % means a stronger effect. 290,000 tested, 0.091% active. one-dose inhibition, % at 10 µM; IC50 in µM for titrated hits; in the data active = inhibition above about 50%; note: strong numbers were not always called active
# NOD1 NF-kB reporter: NOD1 signaling inhibitors, primary screen, cell-based, luminescence, uHTS (AID 1578); NOD1-driven NF-kB luciferase reporter cells, luminescence; higher % means a stronger effect; inhibition, % at 4 µM, or EC50 in µM where a hit was titrated; 290,000 tested, 1% active; in the data active = inhibition mostly above about 36%, no sharp cut-off; inactive = mostly below about 34%;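 note: HEK-293T reporter cells stimulated with the NOD1 agonist gamma-tri-DAP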
# NS5 inhibitors pilot replicate: also measured in NS5 inhibitors; calls as there; inhibition, %; measured here: pilot screen replicate inhibition
# Numbers without * were called inactive; ? = inconclusive; / = not tested or not shown; [ ] = another dose, or the depositor's remark.
SMILES,West Nile virus CPE,GPR55 antagonists,GPR55 beta-arrestin,HIV fusion peptide,GPR35 arrestin U2OS,KOR beta-arrestin-1,NS5 inhibitors,KOR beta-arrestin-2,NOD1 NF-kB reporter,others
Nc1n[nH]c(-c2ccc([N+](=O)[O-])cc2[N+](=O)[O-])n1,-0.6%,-2%,-0.1%,-0.7%,-11%,7.9%,2%,-12%[20 µM],-11%,
COc1cc(NC(=O)CCCc2c[nH]c3ccccc23)cc(OC)c1,-1.4%,-7%,-0.1%,-2.5%,3%,-1.1%,4%,33%,-47%,
CCCCOc1ccc(C(=O)OCC(=O)NC2CCCC2)cc1,0.1%,9%,0.0%,1.3%,4%,2.6%,4%,-37%,-2%,
CCN(CC)C(=O)C(=O)c1cn(CCOc2ccccc2)c2ccccc12,-1.0%,3%,-0.1%,0.6%,-14%,-5.7%,-9%,25%[20 µM],-21%,
C=CCn1c(NC(=O)c2ccc(Br)o2)c(S(=O)(=O)c2ccccc2)c2nc3ccccc3nc21,0.6%,-14%,0.6%,-1.8%,14%,-1.0%,-4%,8%,47%,
O=C(NN=C1CCCC1)c1ccc(Cl)cc1,-0.4%,5%,-0.2%,-0.5%,-4%,1.8%,-3%,-43%,-3%,
COCCOC(=O)c1[nH]c2c(c1C)C(=O)CC(c1ccc(F)cc1)C2 (stereo unspecified),0.1%,-18%,-0.2%,-3.6%,9%,-4.3%,-7%,-2%,6%,
COc1cc(OC)cc(C(=O)N[C@H](C(=O)Nc2ccc3c(c2)OCO3)C(C)C)c1,-1.1%,2%,-0.3%,1.0%,11%,-2.0%,4%,7%,-27%,
COc1ccc(OCC(=O)N2CCN(C(=O)c3ccccc3)CC2)cc1,0.0%,5%,-0.1%,1.1%,-6%,4.5%,2%,-14%,-6%,
O=C(Cn1cnc2c(oc3ccccc32)c1=O)N1CCCC1,0.1%,9%,-0.2%,-0.7%,-9%,-2.0%,-1%,-32%,-25%,
COc1ccc2c(c1OC)C(=O)N1C2SC(C)(C)[C@H]1C(=O)NCCCOC(C)C (stereo partly specified),-0.5%,1%,0.0%,-2.3%,-2%,1.3%,-4%,-5%,-1%,
CC(=O)c1ccc(NC(=O)c2ccn[nH]2)cc1,-0.7%,2%,-0.2%,0.5%,-9%,-3.7%,-4%,24%,-35%,
COc1cc(/C=C2\SC(=S)N(CCC(=O)NC3CCCC3)C2=O)cc(OC)c1OC,?,5%,?,2.5%,-18%,-4.8%,1%,-13%,28%,
COC(=O)c1ccc(N=NNc2ccccc2)cc1,0.6%,-5%,0.2%,3.0%,0%,-1.8%,-4%,7%,-30%,
O=C(CN1CCN(Cc2ccccc2F)CC1)Nc1ccccc1Cl,-1.0%,-12%,-0.3%,-0.7%,-5%,5.2%,-9%,-13%,1%,
Cc1ccc2c(Cn3cc(C(F)(F)F)cc(Cl)c3=O)cc(=O)oc2c1,0.2%,13%,-0.1%,1.9%,-2%,-3.1%,/,11%,-18%,
COc1ccc2sc(NC(C)=O)nc2c1,0.4%,-2%,-0.2%,-1.6%,-9%,-3.6%,-3%,25%,-46%,NS5 inhibitors pilot replicate=0.9
CSc1nc(N)c(C(=O)NC2CCCCC2)s1,0.6%,2%,0.5%,0.3%,10%,-2.2%,-3%,21%,-2%,
COc1cc(-c2nnc(SC/C=C/c3ccccc3)n2N)cc(OC)c1OC,2.0%,37%,-0.2%,1.6%,-10%,0.4%,-2%,14%,20%,
COc1ccc(NC(=O)c2cc(F)c(F)cc2Cl)cc1Cl,-0.8%,-3%,-0.1%,-2.3%,6%,3.0%,7%,4%,4%,
CCC1Oc2ccccc2N(CC(=O)N2CCOCC2)C1=O (stereo unspecified),-0.8%,6%,-0.2%,-0.6%,28%,13%,-7%,-9%,-33%,
CC(=O)c1cc2c(cc1NC(=O)CN1CCN(c3cccc(C(F)(F)F)c3)CC1)OCO2,-0.9%,8%,0.2%,-1.1%,20%,-3.5%,-2%,20%,-35%,
CN(C)c1ccc(-c2nc3ccccc3c(=O)[nH]2)cc1,0.0%,8%,-0.1%,-1.5%,-12%,3.3%,-8%,13%,-8%,
Cc1ccc(S(=O)(=O)Nc2nc3ccccc3nc2NCc2ccco2)cc1,-0.9%,-7%,0.1%,29%,-12%,-1.9%,50%,51%,-43%,
Cc1nc2cc(Nc3ccncc3)ccc2s1,-0.8%,3%,-0.3%,-0.8%,-12%,0.0%,-7%,-13%,-33%,

# Later entries:
SMILES,West Nile virus CPE,GPR55 antagonists,GPR55 beta-arrestin,HIV fusion peptide,GPR35 arrestin U2OS,KOR beta-arrestin-1,NS5 inhibitors,KOR beta-arrestin-2,NOD1 NF-kB reporter,others
O=C(NCCSCc1ccccc1)c1ccc(F)cc1,-0.5%,-2%,-0.1%,-2.5%,3%,2.0%,0%,-36%,-15%,
CCCN1C(=O)c2ccccc2NC1c1cc(OC)c(OC)c(OC)c1 (stereo unspecified),/,1%,0.6%,-0.2%,-17%,8.7%,5%,-3%,-13%,
CCc1cccc2c(C(=O)COC(=O)/C=C/c3ccccc3OC)c[nH]c12,-0.6%,-4%,-0.2%,3.8%,-13%,0.6%,-8%,16%,-5%,
O=S(=O)(Nc1cccc(-n2cnnn2)c1)c1ccccc1C(F)(F)F,0.6%,-11%,-0.2%,1.2%,-3%,1.2%,2%,-2%,-10%,
COc1cccc2c1OCC(C(=O)OCc1cccnc1)=C2,0.3%,-1%,-0.1%,-1.0%,-6%,1.1%,0%,-51%[20 µM],-19%,
COc1cc(C=O)ccc1OCCCOc1ccc([N+](=O)[O-])cc1,-0.9%,2%,-0.1%,0.9%,3%,-0.2%,-1%,-3%,3%,
CCOC(=O)c1sc2nc3c(SCC(=O)O)cc(C(=O)c4ccccc4O)cn3c(=O)c2c1C,0.4%,-1%,1.4%,50%,1%,-6.6%,13%,-14%,-60%,
CC(NC(=O)C(C)N1C(=O)c2ccccc2C1=O)c1ccccc1 (stereo unspecified),0.1%,-5%,-0.2%,-0.7%,-1%,-0.5%,-7%,9%,-35%,
O=c1c2ccccc2[nH]c(=S)n1CCc1ccccc1,0.8%,4%,-0.3%,-1.6%,5%,11%,-1%,-48%,-33%,
CCN(CC)c1ccc(/C=C(\C#N)C(=O)NCc2ccccc2)cc1,-1.2%,6%,0.0%,3.8%,-8%,7.9%,-15%,15%,-21%,
O=[N+]([O-])c1cccc(-n2nncc2-c2ccccc2)c1,-2.1%,3%,-0.1%,-0.6%,8%,-7.6%,-7%,-3%[20 µM],-14%,NS5 inhibitors pilot replicate=-2.8
CSCCNC(=O)c1ccc2nc(C3CCCCC3)oc2c1,0.2%,4%,0.2%,-0.7%,-4%,1.1%,3%,-14%,-35%,
O=C(CC(C(=O)N1CCc2ccccc21)n1ccnc1)NCC1CCCO1 (stereo unspecified),0.3%,3%,0.3%,-1.3%,1%,3.3%,-3%,6%,/,
Cc1ccc(C)c(N2C(=O)c3ccc(C(=O)OCC(=O)c4c(N)n(C)c(=O)n(C)c4=O)cc3C2=O)c1,-0.1%,1%,0.1%,-3.8%,8%,0.3%,-2%,-9%,19%,
Cc1ccc(-n2c(=S)sc3c(=O)n(-c4ccccc4F)c(SCC(=O)O)nc32)cc1C,1.0%,4%,-0.1%,7.2%,2%,-1.6%,-5%,-39%,4%,
CCCn1c(-c2ccc(OC)cc2)nc2nc3ccccc3nc21,-0.1%,2%,0.2%,0.9%,5%,1.5%,0%,-15%,-26%,
FC(F)(F)c1cccc(-c2ccc(-c3csnn3)o2)c1,0.4%,8%,0.3%,0.2%,8%,-1.9%,-10%,6%,-28%,
CCc1cc(=O)oc2c(C)c(OC(C)C(=O)NCC3CCC(C(=O)O)CC3)ccc12 (stereo unspecified),-0.8%,0%,0.5%,-0.5%,16%,0.0%,-5%,-12%[20 µM],3%,
Cc1ccccc1OCC(=O)NNC(=O)CSc1nc(N)cc(N)n1,0.4%,9%,-0.3%,2.8%,1%,-4.1%,-3%,9%,-22%,
O=C(CN1CCN(S(=O)(=O)c2ccccc2)CC1)Nc1ccc(Cl)c(Cl)c1,-1.3%,21%,0.0%,-0.1%,-12%,1.1%,-1%,-31%,3%,
CN(C)S(=O)(=O)c1ccc(N2CCCC2)c(C(=O)NCc2cccc(C(F)(F)F)c2)c1,-0.3%,-1%,-0.1%,0.3%,9%,-0.5%,-6%,5%,-30%,
CCOCCc1c(O)nc(SC)[nH]c1=O,0.0%,9%,0.0%,1.9%,6%,-1.0%,-1%,15%,-8%,
COC(=O)c1ccc(OCCOc2ccc(C(=O)OC)cc2)cc1,0.4%,2%,-0.1%,-1.6%,23%,-2.3%,2%,-20%,0%,
CCn1c(COc2ccc(C(C)C)cc2)nnc1SCC(=O)Nc1nccs1,-0.6%,2%,-0.2%,-2.0%,7%,-4.2%,-7%,5%,-7%,
NS(=O)(=O)c1ccc(NC2=CC(c3ccc([N+](=O)[O-])cc3)N(c3ccc(S(N)(=O)=O)cc3)C2=O)cc1 (stereo unspecified),-0.1%,-11%,-0.2%,6.8%,13%,4.7%,-4%,-6%,2%,

# Further compounds.
SMILES,West Nile virus CPE,GPR55 antagonists,GPR55 beta-arrestin,HIV fusion peptide,GPR35 arrestin U2OS,KOR beta-arrestin-1,NS5 inhibitors,KOR beta-arrestin-2,NOD1 NF-kB reporter,others
O=C(COC(=O)c1ccccc1Oc1ccccc1)NCc1ccco1,0.0%,1%,-0.2%,0.6%,11%,2.1%,2%,7%,-12%,
C=CCn1c(=N)c(C(=O)NCCCOC)cc2c(=O)n3cc(C)ccc3nc21,/,30%,0.6%,4.3%,5%,-0.3%,1%,0%,-18%,
O=C(O)CC/C(=N\NC(=O)CNC(=O)c1ccc(F)cc1)c1ccccc1,-0.4%,19%,-0.1%,-0.1%,6%,-2.1%,0%,-4%,-11%,
NS(=O)(=O)c1ccc(NC(=O)c2ccc3c(c2)CCCC3)cc1,0.4%,12%,-0.1%,0.9%,-8%,-1.5%,9%,-21%,-2%,
COc1ccccc1CNC(=O)CN(C)S(=O)(=O)c1ccc(Br)s1,1.4%,-1%,-0.2%,0.2%,-5%,-3.7%,-11%,1%,12%,
CC(=O)NC1(C(F)(F)F)N=C(c2ccccc2)NC1=O (stereo unspecified),1.6%,12%,0.2%,2.7%,-3%,-2.5%,1%,18%,-5%,
O=C(CCl)Nc1cccc(Oc2cnccn2)c1,1.1%,14%,-0.1%,-1.1%,-3%,-5.1%,1%,26%,32%*,
O=C(CSc1ncn[nH]1)Nc1nsc(-c2ccccc2)n1,-0.1%,14%,1.2%,0.1%,-8%,-3.6%,-1%,-19%,6%,
COC(=O)c1nc(NC(=O)c2ccc(Cl)cc2)n[nH]1,0.1%,2%,-0.2%,-1.9%,6%,-1.9%,-6%,-3%,-5%,

# Only part of the results is shown; the hit share may differ from the screen's.
